High-throughput results (PubChem)
WT yeast gro inh = growth inhibition of WT strain, primary screen, mitochondrial fusion inhibitor project, WT and mutant strains, chemical genetic | mitochondrial fusion phenotypic screen | hit rate 2.1% among 190,000 | AID 1362, 2008 | inhibition, % at 10 µM; in the data active means inhibition above about 58%; tested in S. cerevisiae
MT stabilizer = microtubule stabilizers in HeLa cells, primary screen, imaging, high-content imaging; HeLa tubulin immunostaining HCS, 24 h; share of cells brighter than vehicle mean+2SD; % tubulin-high responders, % at 10 µM; hit rate 0.83% among 200,000; AID 2205, 2009;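 active means plate Z-score above 3 for both tubulin-high and condensed-nucleus cell shares, with cell loss under 80%, at 10 µM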;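 further: anti alpha tubulin signal scored within the nucleus-defined area of each cell; some results filed as inactive read as strong as hits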
Autophagy HCS = autophagy modulators in MEF cells, primary screen, imaging, high-content, MEF GFP-LC3. calls only at 10 µM (by protocol). AID 463193, 2010. MEF GFP-LC3 puncta imaging; test concentration mostly 10 µM. hit rate 0.98% among 190,000;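 active means percentage of spot-positive cells more than 3 SD above its plate mean, without a fluorescence outlier flag or 80% toxicity; inconclusive means no clear call, values can overlap the other calls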;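 further: spot-positive cell cutoff set from DMSO-treated cells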
Dynein cargo inh = inhibitors of GR-EGFP nuclear translocation, primary screen, dynein cargo transport inhibitor project, imaging, high-content, 3617.4 mouse cells; test concentration mostly 20 µM; stimulated with dexamethasone, 1 µM; active compounds read low; z-score, hits read low; hit rate 0.47% among 220,000; AID 1381, 2008;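 active means plate z-score of nuclear minus cytoplasmic receptor signal below a set negative limit, without overly bright fluorescence or cell loss, cut at about -3.5 in these data, passing the limit was not always enough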;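 further: z-score of nuclear minus cytoplasmic ring GR-EGFP intensity difference per well; some compounds called inactive have numbers as strong as hits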
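Also added: dexamethasone, 1.0 µM final. Medium: tet-free, stripped-serum medium. Detection: fixed, Hoechst-stained cells imaged at 10x for EGFP. Read-out: nuclear-to-cytoplasmic GR-EGFP distribution per well. Times: induction 48 h, compound 1 h, agonist 30 min.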
M17LAP inhibition = P. falciparum M17LAP inhibitors, primary screen, biochemical, fluorogenic H-Leu-NHMec substrate, 1536-well (AID 1619); Leucine aminopeptidase (Plasmodium falciparum (isolate 3D7)); inhibition, % at 30 µM, or IC50 in µM where a hit was titrated; hit rate 0.38% among 220,000; recombinant M17LAP, H-Leu-NHMec fluorogenic kinetic assay; higher % means a stronger effect;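 active means compound inhibiting the enzyme by more than half at any dose during confirmatory dose-response retesting; inconclusive means strong single-dose inhibitors picked by rank but not retested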;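 further: plate controls were full reaction with DMSO carrier for no effect and no enzyme background for full effect; strong numbers were not always called active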
Yfh1-off respiration = enhancers of respiration in Yfh1-depleted yeast, dose response, Friedreich's ataxia, plus single-dose screen (AID 1465) | fold induction at 50 µM, or EC50 in µM where a hit was titrated | S. cerevisiae Yfh1-off respiration, WST-1 reduction, 72 h; higher fold induction means a stronger effect | hit rate 0.074% among 220,000;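 active means fold induction of absorbance versus untreated yeast above a set limit, then at least 30% activation at any dose in follow-up; inconclusive means repeats straddling the limit, or above it without dose testing; inactive means fold induction below the set limit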;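 further: activators that raise dye reduction in frataxin-depleted yeast; strong numbers were not always called active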
M1AAP inhibition = P. falciparum M1AAP inhibitors, biochemical, fluorogenic H-Leu-NHMec substrate, 1536-well (AID 1445); recombinant M1AAP, H-Leu-NHMec fluorogenic kinetic assay; higher % means a stronger effect; Aminopeptidase N (Plasmodium falciparum (isolate 3D7)); hit rate 0.42% among 220,000; one-dose inhibition, % at 30 µM; IC50 in µM for titrated hits;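 active means primary inhibition above the hit cutoff, then over 50% inhibition at one or more dose response concentrations, cut at about 23% in these data, passing the limit was not always enough; inconclusive means conflicting primary data, or primary hits not chosen for dose response; inactive means low primary inhibition, or under 50% at every dose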;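 further: plate controls were DMSO full reaction for no effect and no enzyme background for full effect; strong numbers were not always called active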
b-catenin transl = modulators of beta-catenin nuclear translocation, primary screen, imaging, HeLa cells, immunofluorescence, high-content; hit rate 0.3% among 190,000; nuclear translocation activity, % at 5 µM; AID 1665, 2009;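 active means nuclear translocation activity above 50% at 5 µM, with a well cell count of 50 or more; inconclusive means wells under 50 cells across six images, flagged as toxic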;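 further: per-cell ratio of nuclear to cytoplasmic median beta-catenin stain intensity; plate controls were DMSO negative control for no effect and GSK-3 inhibitor IX positive control for full effect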
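Assay system: human HeLa cells, native beta-catenin; doses: 5 µM primary, 0.02–20 µM confirmation; incubation: compound treatment 24 h, 37°C, 5% CO2; technique: fluorescence imaging of beta-catenin antibody stain plus DAPI; measure: % activation, nuclear-to-cytoplasmic median beta-catenin signal ratio per cell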
T cell modulator = modulators of CD8 T cell-vesicle binding, primary screen, mouse 2C CD8+ T cells, flow cytometry; 2C CD8+ T cell-vesicle binding; active compounds read low; calls only at 7 µM; hit rate 0.068% among 330,000; AID 2052, 2009;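 active means response, share of CD8 T cells binding vesicles, and their 90th percentile fluorescence all below set limits, cut at about 80% in these data, passing the limit was not always enough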
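Assay system – 2C mouse CD8+ T cells · Also added – QL9-loaded Drosophila micro-vesicles · Timing – Cell–vesicle co-incubation 1.5 h at 37 °C, staining 20 min on ice · Signal – flow cytometry of vesicle-bound cells · Measure – percent CD8+ FL2 mean versus row control · Controls – Peptide-free naked vesicles (low) and QL9 vesicles with 0.7% DMSO vehicle (high)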
WT yeast gro inh mutant strain = second read-out of WT yeast gro inh, no call of its own (marks repeat the call); inhibition, %; mitochondrial fusion phenotypic screen, mutant strain inhibition
Dynein cargo inh cytoplasmic EGFP = recorded beside Dynein cargo inh, whose call it bears; z-score; measured here: cytoplasmic GR-EGFP intensity; active compounds read high
Dynein cargo inh nuclear GR-EGFP = recorded beside Dynein cargo inh, whose call it bears; z-score; measured here: nuclear GR-EGFP intensity;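 lower value marks the stronger effect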
Dynein cargo inh cell count = second read-out of Dynein cargo inh, no call of its own (marks repeat the call); z-score; measured here: cell count per field
b-catenin transl cell count 5 µM = second read-out of b-catenin transl, no call of its own (marks repeat the call); cell count; measured here: cell count, cytotoxicity flag
T cell modulator vesicle-bound % = further read-out of T cell modulator, marked with its call; double positive events, %; measured here: CD8+ vesicle-bound cell fraction;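 binding gate set so that unloaded-vesicle control wells show 10% double positive cells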
MT stabilizer Hoechst-high % = recorded beside MT stabilizer, whose call it bears; % Hoechst-high responders; measured here: nuclear condensation Hoechst responders;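 share of cells brighter than vehicle mean plus two SD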
MT stabilizer cytotoxicity % = second read-out of MT stabilizer, no call of its own (marks repeat the call); toxicity, %; measured here: cytotoxicity by cell density;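 0% = mean cell density of plate MIN control wells and 100% = no cells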
Autophagy HCS cell loss 18 h = recorded beside Autophagy HCS, whose call it bears; toxicity, %; measured here: cell loss, nuclei count;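 cell loss after 18 h compound exposure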
Starred values were filed as active, the others as inactive; i = inactive; ? = inconclusive; nt = not tested or not shown.

SMILES	WT yeast gro inh	WT yeast gro inh mutant strain	MT stabilizer	MT stabilizer Hoechst-high %	MT stabilizer cytotoxicity %	Autophagy HCS	Autophagy HCS cell loss 18 h	Dynein cargo inh	Dynein cargo inh cytoplasmic EGFP	Dynein cargo inh nuclear GR-EGFP	Dynein cargo inh cell count	M17LAP inhibition	Yfh1-off respiration	M1AAP inhibition	b-catenin transl	b-catenin transl cell count 5 µM	T cell modulator	T cell modulator vesicle-bound %
O=C(CNC1CCCCC1)N1CCC2(CC1)OCCO2	36	-7	3.2	2.5	7.4	i	2	-0.41	-0.24	-0.07	1.5	16%	i	-2%	-5.5	1208	i	14
CN1CCc2nc3sc(C(=O)NC4CC4)c(N)c3cc2C1	-2	3	5.9	2.1	7.5	i	19	-0.55	-0.085	0.34	0.49	13%	i	3%	-1.7	954	i	58
CCN1CCN(C(=O)Cc2ccccc2OC)CC1	-15	0	2.5	1.9	7.7	i	-11	-0.55	-0.25	-0.11	0.94	nt	i	nt	0.4	865	i	40
CC12CN3CC(C)(CN(C1)C3c1cccs1)C2O (stereo not given)	-10	-4	1.9	1.6	2.7	i	0	-0.95	-0.26	-0.4	-0.37	-2%	i	13%	nt	nt	i	26
O=C1NC(=O)N(c2ccc3c(c2)OCO3)C(=O)/C1=C/c1ccc(N2CCCCC2)o1	17	7	3.2	1.6	5.5	i	-55	0.28	-0.4	0.71	0.099	33%	?	16%	-2.9	1007	i	24
CCOC(=O)c1c(N)n(Cc2ccc(OC)cc2)c2nc3ccccc3nc12	-10	-9	4.9	3.0	6.6	i	-7	0.99	-0.096	0.99	-0.99	-7%	i	14%	0.7	876	nt	nt
Fc1ccc(CCNCc2ccc(Br)cc2)cc1	1	4	1.6	2.7	5.4	i	6	-0.43	-0.32	-0.45	0.57	7%	i	3%	nt	nt	i	55
CCC(=NCC1CCCO1)c1c(O)n(-c2ccc(OC)cc2)c(=O)[nH]c1=O (stereo not given)	nt	nt	nt	nt	nt	nt	nt	-0.28	-0.17	-0.19	0.32	1%	i	5%	-1.7	1221	i	56
CN1C(=O)C(=Cc2c(OCc3cnc(Cl)s3)ccc3ccccc23)C(=O)N(C)C1=O	8	-16	11	0.9	6.9	i	3	-1.4	-0.085	-0.7	1.3	4%	i	12%	6.1	783	i	37
N#Cc1ccc(Cn2cc(C(=O)c3ccco3)c3ccccc32)cc1	37	17	4.4	2.1	1.7	i	0	-0.14	-0.12	0.18	-0.66	3%	i	10%	3.6	1423	i	56
CCCCn1c(O)c(C(C)=Nc2ccc(OCC)cc2)c(=O)[nH]c1=O	4	23	3.9	4.6	11	i	1	-0.22	-0.07	-0.3	0.27	-2%	i	9%	-3.0	854	i	29
Clc1cccc(N2CCNCC2)c1Cl	-16	1	3.6	1.3	4.6	i	3	0.75	-0.22	0.087	0.9	5%	i	0%	0.6	1177	i	58
Cc1cc(C)cc(-n2c(O)c(C=Nc3ccc(N4CCOCC4)cc3)c(=O)[nH]c2=S)c1	2	-15	3.6	2.5	7.2	i	3	-0.72	-0.2	-0.41	-0.0054	17%	i	7%	nt	nt	i	42
Cn1c(O)c(C(=Nc2ccccc2)SCc2ccccc2Cl)c(=O)n(C)c1=O	nt	nt	nt	nt	nt	nt	nt	-0.71	-0.19	0.0091	1.4	2%	i	3%	-0.8	1348	i	21
O=[N+]([O-])/C(Cl)=C1\NCCN1Cc1ccc(Cl)nc1	-13	-2	1.0	1.3	5.8	i	13	-0.44	-0.32	-0.043	0.55	nt	i	nt	0.6	827	i	45
C=CCN1C(=O)CSc2ccc(C(=O)N3CCC4(CC3)OCCO4)cc21	0	10	4.2	2.0	4.2	i	6	1.7	0.54	0.88	-1.3	-7%	i	-3%	-1.4	1419	i	35
C=CCN1C(=O)NC(=O)/C(=C/c2ccc(OC)c(CSc3ccccn3)c2)C1=O	-13	-2	2.2	1.0	4.7	i	0	-0.75	-0.19	-0.26	0.32	12%	i	7%	-1.0	1325	i	31
COc1ccc(CCC(C)NCCc2ccccc2)cc1 (stereo not given)	-2	4	1.4	2.4	16	i	-8	-0.1	-0.18	-0.21	0.27	8%	i	1%	nt	nt	i	31
O=c1c2ccccc2nc(/C=C/c2ccc(O)cc2)n1-c1ccccc1O	nt	nt	nt	nt	nt	nt	nt	-1.3	-0.079	-0.6	0.093	0%	i	7%	1.8	1295	i	37
CCNc1nc(Cl)nc(NC(C)C)n1	-5	-14	4.5	1.0	10.0	i	-7	0.57	-0.3	0.057	-0.75	-2%	i	3%	0.3	545	i	9
CN(C)c1ccc([P+](=O)c2ccc(N(C)C)cc2)cc1	-8	-33	4.5	2.5	7.4	i	-4	1.4	-0.099	0.92	-1.8	3%	i	-1%	-0.2	1103	i	38
COc1ccc(C(=O)Oc2cccc3cccnc23)cc1S(=O)(=O)N1CCOCC1	-7	1	2.0	2.3	2.3	i	4	0.03	-0.12	0.29	-0.51	-21%	i	-2%	-0.5	1596	i	44
O=C(C1CC(=O)N(C2CCCC2)C1)N1CCC2(CC1)OCCO2 (stereo not given)	-3	7	3.6	1.8	6.3	i	6	-0.22	-0.31	-0.97	1	-11%	i	5%	0.1	1323	i	24
CC(C)C(=O)c1cn(Cc2ccc(C#N)cc2)c2ccccc12	22	-8	2.8	1.4	6.2	i	-3	-0.32	-0.24	-0.23	0.71	-6%	i	8%	-1.3	1134	i	29
COc1ccc2c(c1)CC1(CN2C)C(=O)NC(=O)N(c2ccc(C)cc2)C1=O (stereo not given)	5	12	1.3	1.8	15	i	4	-0.2	-0.18	-0.11	-0.11	13%	i	8%	-6.6	1175	i	38
O=C(c1ccccc1F)c1cn(Cc2ccc(F)cc2)c2ccccc12	12	-11	4.6	1.4	8.6	i	4	-0.039	-0.28	-0.28	-0.39	-9%	i	-3%	-1.5	982	i	24
CCCC[N+]12CCC(CC1)C(C(=O)c1cccs1)C2 (stereo not given)	-9	9	1.9	1.2	2.3	i	0	-1.1	-0.12	-1.2	0.52	14%	i	39%	-1.0	1397	i	31
C=CCn1c(O)c(C=Nc2ccc(N(CC)CC)cc2)c(=O)[nH]c1=O	-7	4	1.7	1.8	8.6	i	0	-0.069	0.17	0.028	0.66	17%	i	8%	nt	nt	i	12
O=C1/C(=C/c2cccnc2)N2CCC1CC2	-1	28	5.6	2.0	11	i	5	0.084	-0.27	0.21	0.17	-15%	i	7%	nt	nt	i	35
COc1ccc(CN2CCCC(C(=O)c3sccc3C)C2)cc1O (stereo not given)	-2	-10	4.9	2.9	1.0	i	-6	0.62	-0.3	-0.37	0.22	-10%	i	2%	0.9	1051	i	57
O=C(CNC(=O)c1ccccc1Cl)Nc1ccc(Br)cc1C(=O)c1ccccc1	14	-12	2.9	2.6	0.1	i	-5	-0.084	-0.28	-0.17	-0.09	-4%	i	0%	-3.7	1163	i	39
[N-]=[N+]=CC(=O)OC[C@H](N)C(=O)O	2	0	2.8	1.7	4.5	i	13	-0.36	-0.29	-0.00097	0.98	7%	i	-1%	-3.4	565	i	13
COc1ccc(CN2C(=O)NC(=O)/C(=C/c3ccc([N+](=O)[O-])o3)C2=O)cc1	12	8	1.9	1.5	2.6	i	7	-0.81	-0.13	-0.32	-0.22	49%	i	?	6.0	452	nt	nt
CC(=O)N1CN(C(C)=O)CN(C(C)=O)C1	-7	-8	3.5	2.1	1.2	i	-19	-0.46	-0.28	-0.16	0.62	-4%	i	13%	-1.9	1096	i	51
COc1ccc(C(=O)C2CN(C)CC2C(=O)c2ccc(OC)cc2)cc1 (stereo not given)	12	22	1.6	2.3	6.7	i	-5	-0.4	-0.11	-0.49	0.51	3%	i	9%	-2.3	1065	i	34

Some of the compounds tested; count on the stated rates, not on these rows.
